Screening results (PubChem)
PvdQ inh: P. aeruginosa PvdQ acylase inhibition; purified PvdQ acylase, fluorescence plate reader; inhibition, % at 10 µM; hit rate 0.063% among 340,000; in the data active = inhibition above about 30%, passing the limit was not always enough; inconclusive = no clear call, values can overlap the other calls;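 note: 0% = vehicle neutral wells and 100% = reference inhibitor wells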
NSD2 HMT inh: blocks human histone methyltransferase NSD2; O96028; NSD2 peptide methylation, AlphaScreen, 120 min; inhibition, % at 12.5 µM; hit rate 0.54% among 310,000; AID 743445; in the data active = inhibition above about 50%
dFosB activator: activators of mouse delta FosB homodimer; P13346; purified delta FosB, TAMRA-CDK5 oligo fluorescence polarization; percent of positive-control signal above neutral wells; activation, % at 25 µM; hit rate 0.99% among 340,000; AID 493131;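 active = mean activation above about 17%, with every replicate also reaching it, limit read from the data, passing the limit was not always enough; inconclusive = only one of the two conditions met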;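 note: fluorescence polarization rise as delta FosB binds a TAMRA Cdk5 AP-1 oligo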
Target sequence (P13346 whole entry, looked up): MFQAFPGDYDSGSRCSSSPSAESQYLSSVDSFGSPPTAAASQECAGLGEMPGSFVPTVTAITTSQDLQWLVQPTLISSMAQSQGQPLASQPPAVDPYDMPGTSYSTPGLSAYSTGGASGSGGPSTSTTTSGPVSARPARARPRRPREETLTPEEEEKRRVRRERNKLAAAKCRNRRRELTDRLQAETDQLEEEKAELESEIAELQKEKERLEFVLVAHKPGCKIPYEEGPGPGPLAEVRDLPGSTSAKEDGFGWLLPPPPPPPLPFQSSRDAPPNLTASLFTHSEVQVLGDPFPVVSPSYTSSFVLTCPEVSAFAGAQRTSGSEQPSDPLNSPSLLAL
PfHsp90 yeast 2: reduces growth (ATP signal) of yeast expressing P. falciparum Hsp90 | S. cerevisiae expressing PfHsp90, BacTiter-Glo ATP, 48 h; yeast lacking PDR1 and PDR3 efflux regulators | inhibition, % at 9.4 µM | hit rate 0.32% among 310,000 | AID 504621;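 active = every replicate shows inhibition above about 80%, whatever the replicate mean, limit read from the data; inconclusive = mean inhibition reaches the set limit but some replicate falls short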;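 note: 0% = DMSO neutral controls and 100% = 20 µM radicicol positive controls; yeast relying on Plasmodium falciparum Hsp90 in place of its own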
C-LANA FP: KSHV C-LANA DNA binding inhibition; inhibition, % at 9 µM; hit rate 0.078% among 340,000; MBP-C-LANA/FAM-LBS DNA binding, fluorescence polarization;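 active = highest replicate inhibition at or above 60% at 9 µM, even if other replicates fall short; inactive = all replicates below 60% inhibition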;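 note: 0% = neutral control wells and 100% = 4 µM acridine orange control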
Keap1 Nrf2 FP: Keap1-Nrf2 (human) interaction inhibition | AID 504523 | Q14145 | Keap1 Kelch-Nrf2 peptide fluorescence polarization, 1536-well | inhibition, % at 9.4 µM | hit rate 0.15% among 340,000; in the data active = inhibition above about 12%; inconclusive = no clear call, values can overlap the other calls; inactive = below about 7.3%;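 note: human Keap1 Kelch domain with fluorescein labeled Nrf2 9mer peptide probe; 0% = neutral control wells and 100% = peptide positive control; higher means more block of Keap1 binding to Nrf2 peptide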
Target sequence (Q14145 whole entry, looked up, the tested form may be a part): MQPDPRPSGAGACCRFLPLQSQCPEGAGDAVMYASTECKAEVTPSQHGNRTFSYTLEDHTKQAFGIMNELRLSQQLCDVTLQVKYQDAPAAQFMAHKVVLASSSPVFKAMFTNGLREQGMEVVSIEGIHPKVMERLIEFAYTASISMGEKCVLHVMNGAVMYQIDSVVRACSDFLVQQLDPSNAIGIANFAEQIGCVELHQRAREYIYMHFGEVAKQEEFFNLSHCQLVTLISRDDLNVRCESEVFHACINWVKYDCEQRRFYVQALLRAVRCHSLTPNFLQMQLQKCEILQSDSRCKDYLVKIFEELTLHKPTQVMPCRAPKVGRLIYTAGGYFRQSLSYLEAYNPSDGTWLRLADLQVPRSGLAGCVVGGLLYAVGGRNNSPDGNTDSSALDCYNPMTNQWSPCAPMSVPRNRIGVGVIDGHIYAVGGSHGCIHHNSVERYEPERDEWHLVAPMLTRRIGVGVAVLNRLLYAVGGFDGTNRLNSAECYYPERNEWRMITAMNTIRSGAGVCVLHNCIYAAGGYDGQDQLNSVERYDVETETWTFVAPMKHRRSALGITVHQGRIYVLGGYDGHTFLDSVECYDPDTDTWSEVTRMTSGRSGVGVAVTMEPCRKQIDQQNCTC
Cardiac RTF inh: cardiac RTF calcium desensitization; P19429+P45379; IANBD-labeled cardiac RTF, Ca2+ fluorescence; inhibition, % at 7.15 µM; hit rate 0.12% among 340,000;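 active = inhibition above the mean inhibition of all tested compounds plus 3 SD, cut at about 17% in these data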;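 note: assay run at fixed EC70 calcium of 1.6 mM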
CDK5 p35 inh: blocks human CDK5/p35 kinase activity; hit rate 0.01% among 330,000; Q00535+Q15078; AID 488839; inhibition, % at 10 µM; Recombinant CDK5/p35, ADP-Glo luminescence, 60 min;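 active = highest replicate inhibition of at least 50% and at least 75% of replicates reaching 50%; inconclusive = only one of the two criteria met; inactive = both criteria failed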;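 note: plate controls were DMSO neutral control for no effect and GW8510 at 10 µM for full effect; many of its hits are not listed in these tables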
SUMO Mot1 rescue: blocks SUMOylation pathway, rescuing yeast Mot1-301 growth | S. cerevisiae Mot1-301 growth rescue, ATP luminescence, 38.5C; percent above DMSO median, 100 means doubled | growth rescue, % at 18.8 µM | hit rate 1% among 320,000 | AID 2716;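 active = every valid replicate shows activation above 250% relative to neutral control wells; inactive = the rest, any valid replicate at or below 250%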;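 note: OY570 slx delta 5 strain wells were the positive control but not used for scaling; some compounds called inactive have numbers as strong as hits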
cardiac RTF act: cardiac RTF calcium sensitization; P19429+P45379; IANBD-labeled TnC RTF fluorescence at EC20 calcium; 0% EC20 calcium, 100% full calcium; activation, % at 7.2 µM; hit rate 0.24% among 340,000;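 active = activation above the mean over all tested compounds plus 3 SD, cut at about 30% in these data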;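 note: rise in fluorescence read as greater calcium sensitivity of cardiac thin filaments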
Rtt109 HAT inh: inhibitors of Candida albicans Rtt109/Vps75 histone acetyltransferase; purified Rtt109/Vps75, ThioGlo CoA-SH fluorescence, 4 h; hit rate 0.16% among 330,000; inhibition, % at 34.9 µM;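 active = inhibition of at least 50% in every replicate; inconclusive = best replicate reaches 50% inhibition but some replicates fall short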
Active calls of the source: *; ? = inconclusive; . = not tested or not shown.

Molecule	Rtt109 HAT inh	PvdQ inh	NSD2 HMT inh	cardiac RTF act	Cardiac RTF inh	C-LANA FP	SUMO Mot1 rescue	dFosB activator	CDK5 p35 inh	PfHsp90 yeast 2	Keap1 Nrf2 FP
O=C(Nc1ccc(F)c(Cl)c1)Nc1ccc(Cl)cn1	-1	-7	0	1	-2	0.5	4	39*	0.3	1	-3
COC(=O)c1sc2ncn(-n3c(C)ccc3C)c(=O)c2c1C	-1	-17	0	4	2	-2.2	-11	-1	-1.3	0	-6
COc1ccc(C(CNC(=O)c2cccc(S(=O)(=O)Nc3ccc(F)cc3)c2)N2CCCC2)cc1 (configuration not stated)	19	4	3	-6	1	-1.3	.	-5	-2.9	-37	-3
CCN(CC)S(=O)(=O)c1cc(-c2nnc(-c3ccc(Br)cc3)o2)ccc1Br	-24	-6	.	2	-2	-0.7	2	9	1.8	-36	-1
Fc1cccc(Cl)c1Cc1noc(/C=C/c2ccccc2)n1	7	1	.	1	6	2.9	-6	-5	0.9	-37	-1
CC(=O)Nc1sc(N/N=C/c2ccccc2F)nc1-c1ccc(C)cc1	-9	-8	1	-2	-9	-1.2	103	-11	-1.9	-3	-8
COc1ccc(C(C(=O)NC2CCCCC2)N(C(=O)CCl)c2ccc(Cl)cc2)cc1 (configuration not stated)	-2	-15	-3	-2	-2	-0.2	86	-10	0.7	19	-1
CCNS(=O)(=O)c1ccc(CCC(=O)O)cc1	-11	-17	-1	8	-1	-1.6	144	-11	-1.2	-9	-1
CSc1ncccc1C(=O)Nc1nc2ccc(Oc3ccccc3)cc2s1	-5	-16	-2	-3	-1	3.9	-10	?	1.2	-16	0
Cc1cnc(NC(=O)CN(C)S(=O)(=O)c2ccc(Cl)cc2)s1	25	2	0	-6	-9	0.8	8	5	1.4	10	0
O=C(Nc1nc2ccccc2[nH]1)c1cccc(Br)c1	5	-8	3	3	-13	-0.4	34	13	-0.4	-6	-7
CC(=O)Nc1c(C(=O)O)oc2ccc(Cl)cc12	-12	-13	-3	5	-4	1.2	-21	1	-2.8	4	1
O=C(c1ccc(N2CCOCC2)c([N+](=O)[O-])c1)N1CCCCC1	-5	-12	-5	-5	-11	-1.3	-2	-4	0.0	5	1
COc1ccc(C(C(C(=O)c2cccs2)N2CCOCC2)N2CCOCC2)cc1OC (configuration not stated)	2	-4	2	13	3	-0.4	7	0	-0.4	.	-5
COc1ccc2c(=O)cc(C(F)(F)C(F)(F)F)oc2c1	-11	-7	-2	-3	-5	0.3	4	-4	-0.9	27	0
CN1CCN(CCCNCc2cn(CCC#N)c3ccccc23)CC1	-2	-4	6	-1	-12	-3.5	-18	-9	1.8	26	-3
Cc1cccc(NCc2ccccc2O)c1	6	-7	3	-3	3	0.8	.	-3	1.6	0	-3
COc1cc2c(cc1OC)CN(Cc1nc3ccsc3c(=O)[nH]1)CC2	-50	-8	13	-5	-4	1.3	-2	-9	-1.8	2	-4
CC[C@]12c3[nH]c4cc(CCC(=O)N(C)C)ccc4c3CCN1C(=O)[C@@H](CC(=O)NC(C)(C)C)C[C@@H]2C(=O)N1CCN(C(=O)c2ccco2)CC1	3	0	.	-1	-6	-1.2	.	-5	-1.5	3	-5
O=C(C[C@@H]1C/C=C\C[C@@H](Cc2ccc(F)cc2)C(=O)OC[C@@H]2CCCN2C1=O)N[C@H](CO)Cc1ccccc1	5	-5	.	14	-5	1.2	3	-10	0.3	26	-4
CC1CCN(CCCNC(=O)c2cc3sccc3n2C)CC1	-3	-15	12	-4	-8	0.6	13	1	-0.1	-30	3
CS(=O)(=O)N(CC(=O)N1CCCCCC1)c1ccccc1	.	3	-3	1	-3	0.6	8	-2	-1.8	-5	1
CN(C)CCCNC(=O)c1cc2sc3ccccc3c2s1	.	-4	2	-3	9	-3.1	0	-20	0.2	11	3
Cc1ccccc1NS(=O)(=O)c1ccc(NC(=O)N2CCCCC2)cc1	-2	-15	-2	2	-2	0.8	1	-5	-2.8	1	-1
CCOC(=O)N1CCN(C(=O)c2ccc(Cn3c(=S)[nH]c4cc5c(cc4c3=O)OCO5)cc2)CC1	6	-3	2	0	-6	-0.9	-1	-13	0.5	-23	-1
NC(=O)c1ccc(N2CCCCC2)c(N2C(=O)C3C4C=CC(C4)C3C2=O)c1 (configuration not stated)	7	-16	1	3	-12	-18	.	7	0.8	-18	-72
O=C(NNC(=O)c1ccc(S(=O)(=O)N2CCCC2)cc1)c1ccc(Br)cc1	2	-12	-2	3	-6	-1.7	.	-6	0.2	.	-4
COc1cc(/C=C2/NC(=O)N(Cc3ccccc3F)C2=O)cc(OC)c1O	-2	-12	-3	0	-3	0.7	13	-12	1.1	5	0
O=S1(=O)N=C(N2CCN(c3ccc(F)cc3)CC2)c2ccccc21	0	-4	-5	-3	6	-0.2	4	5	-0.7	-15	0
CN(CC(=O)OCC(=O)NCC(F)(F)F)S(=O)(=O)c1ccc(Cl)cc1	2	-8	9	5	-12	0.0	4	-7	1.2	-22	-1
Nc1ccc(-c2nc3nc(N)nc(N)c3nc2-c2ccc(N)cc2)cc1	?	0	4	-4	-5	0.3	-10	?	1.0	10	-1
CCOC(=O)Cn1c(CN2CCN(C(=O)c3ccco3)CC2)nc2c1c(=O)n(C)c(=O)n2C	-16	-11	10	-3	-6	-0.6	0	-18	1.5	16	-2
COc1ccccc1CNC(=O)CSc1nnc2c(n1)[nH]c1ccc(F)cc12	0	2	-9	2	1	4.7	-4	-2	-1.2	-45	3
O=C(O)c1ccc(NC(=O)c2ccc3c(c2)C(=O)N(c2ccccc2)C3=O)cc1	.	3	0	5	-4	1.6	2	2	0.2	-10	3
O=C(NC1CC1)C1CC(=O)N(c2ccccc2)C1 (configuration not stated)	-11	-15	-5	3	-38	-0.4	4	1	4.1	-45	-4
O=C1CSC(c2ccccc2)N1c1nc(-c2ccc(Cl)cc2Cl)cs1 (configuration not stated)	0	-13	.	0	-3	-1.5	257	-1	0.5	-2	-1
CN(c1ccccc1C(=O)Nc1ccc(S(=O)(=O)N2CCCC2)cc1)S(C)(=O)=O	-4	-1	-2	1	-7	-0.3	-6	-4	-1.3	-5	-1
N#Cc1c(N2CCCCC2)nc(N)c2c(N)nc(SCC(=O)O)cc12	26	-13	30	2	-4	1.2	-29	-9	2.6	-15	-2
COC(=O)N/N=C\c1ccc(OC/C=C/c2ccccc2)cc1	0	-3	-4	3	8	1.5	-6	-3	-0.1	.	-2
COc1ccc(/C=N/n2c(N)nc(-c3ccccc3)c2-c2ccccc2)cc1	-5	12	27	-6	0	2.1	5	-2	-0.1	-17	-1
O=C(O)CN1C(=O)/C(=C\c2cccc(OCc3ccc(Cl)cc3)c2)SC1=S	47	-15	22	-5	-3	11	-10	-28	1.5	-18	0
COc1ccccc1N1N=C(c2ccc([N+](=O)[O-])cc2)CC1c1ccccc1 (configuration not stated)	0	1	3	15	-13	-1.1	-13	-1	-0.3	0	-10
COc1ccc(-c2csc3nc(-c4ccccc4OC)oc(=O)c23)cc1	.	7	-3	-1	-1	0.7	1	-2	-0.8	10	-3
COc1ccc(NC(=O)COC(=O)c2ccc3ccccc3n2)cc1	-2	-11	0	0	0	-0.4	16	-4	-6.9	6	-8
CCN1CCN(C(CNS(=O)(=O)c2ccc(F)cc2)c2cccnc2)CC1 (configuration not stated)	-2	-11	4	2	0	0.7	-10	3	0.5	-12	-1
Cc1noc(/C=C/NCc2cccnc2)c1S(=O)(=O)N(C)CC(=O)N1CCc2ccccc21	-5	-10	.	2	-2	-1.2	8	-7	-1.8	-1	-3
CN(C)c1ccc(P(=O)(Nc2ccc([N+](=O)[O-])cc2)N2CCOCC2)c(NC(=O)c2cccs2)c1 (configuration not stated)	8	-1	-1	2	2	0.0	-3	-5	0.0	23	-1
COC(=O)CNC(=O)Cc1c(F)cccc1Cl	-13	-11	-2	3	-10	-1.6	-26	0	-0.4	16	-1
Cc1nnc(SCC(=O)NCCc2ccccc2)s1	.	10	-2	-5	-3	0.6	1	-2	1.6	-13	-5
O=C(c1cccs1)N1CCN=C1SCc1cccnc1	-3	10	.	-9	-8	0.2	.	-11	1.3	8	-7
COC(=O)c1nnn(-c2nc(N3CCOCC3)nc(N3CCOCC3)n2)c1C	3	-4	-2	0	1	0.3	-1	-3	-0.3	-5	1
CCCCN(C)CCNC(=O)c1cc2c(-c3cccc(OC)c3)nn(C)c2s1	12	-10	8	7	-9	-10	-3	-45	1.3	10	-12
O=c1[nH]c(=S)ccn1C1OC(CO)C(O)C1O (configuration not stated)	5	-11	.	5	4	1.2	1	-6	-2.1	26	-3
CC(C)c1onc(C(=O)NCCc2ccccc2)c1[N+](=O)[O-]	-3	-3	-4	-1	-12	1.9	108	-2	0.8	-26	2
Cc1ccc(Nc2cc(=O)[nH]c(=O)[nH]2)cc1C	-6	-3	1	-6	-1	-0.2	-10	-3	-0.3	-32	-1
O=C(CSc1ccccn1)N1CCN(C(=O)CSc2ccccn2)CC1	7	8	0	-10	-4	0.7	-2	7	-1.1	2	-2
CCOC(=O)c1cnc(-c2ccccc2)nc1Oc1cccc(Cl)c1	-7	10	-2	5	2	-1.0	-19	-1	-1.1	-48	0
CCN(CC)C(=O)c1[nH]cnc1C(=O)Nc1ccccc1	-7	-15	.	1	-21	-0.8	-1	-7	1.4	-3	-2
O=C(COC(=O)c1ccc(S(=O)(=O)N2CCOCC2)cc1)NC1CCCCCC1	-2	-5	0	4	0	-1.5	-6	-3	-2.9	-19	-3
Cc1cc(=O)oc2cc(OCC(=O)OCC(=O)Nc3ccccc3Br)ccc12	-3	-6	-2	-1	-7	-0.5	2	-14	-0.2	11	-5
CCOc1ccc(/C=N/N2CCN(Cc3ccccc3)CC2)cc1	10	-15	3	0	-12	-1.4	-2	0	0.9	-16	-8
CC1Cc2cc(S(=O)(=O)N3CCC(C(=O)NCc4ccco4)CC3)ccc2N1C(=O)C1CCC1 (configuration not stated)	22	-17	0	2	6	-0.1	1	-5	2.4	16	-8
O=C(CNC(=O)c1ccccc1F)Nc1ccc2c(c1)OCO2	4	-4	15	6	-6	0.9	-5	-11	1.1	-7	-4
